KLF5 inh: suppresses KLF5 promoter-driven expression | DLD-1 KLF5 promoter-luciferase reporter, luminescence | inhibition, % at 5 µM | 290,000 compounds, 0.23% hits | AID 1700;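 active = inhibition above a per-plate limit of that plate's mean compound inhibition plus 3 SD, cut at about 60% in these data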;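 also: 0% = DMSO wells and 100% = LY294002 at 200 µM; higher means less KLF5 promoter-driven luciferase light; inactives centre near -14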
HSP90 refold inh: HSP90 refolding inhibition in rabbit reticulocyte lysate; AID 1789; inhibition, % at 5.6 µM; luciferase refolding luminescence, 3 h; 290,000 compounds, 0.91% hits;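 active = inhibition above the screen-wide mean plus 3 SD, computed separately per campaign, cut at about 16% in these data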;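 also: 0% = DMSO wells and 100% = 60 µM geldanamycin wells; inhibitors lower the luminescence because luciferase stays unfolded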
GSK3B inh: inhibitors of human GSK3beta kinase; 300,000 compounds, 0.038% hits; GST-GSK3beta kinase, ADP-Glo luminescence, 60 min; stronger effect = lower value; activity score (negative = inhibition), % at 10 µM; AID 2097; P49841;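 active = more than half of replicate wells score below -50%, meaning over 50% inhibition versus plate controls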;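 also: 0% = median DMSO wells and -100% = median GW8510 positive control wells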
Target sequence (P49841 whole entry, looked up): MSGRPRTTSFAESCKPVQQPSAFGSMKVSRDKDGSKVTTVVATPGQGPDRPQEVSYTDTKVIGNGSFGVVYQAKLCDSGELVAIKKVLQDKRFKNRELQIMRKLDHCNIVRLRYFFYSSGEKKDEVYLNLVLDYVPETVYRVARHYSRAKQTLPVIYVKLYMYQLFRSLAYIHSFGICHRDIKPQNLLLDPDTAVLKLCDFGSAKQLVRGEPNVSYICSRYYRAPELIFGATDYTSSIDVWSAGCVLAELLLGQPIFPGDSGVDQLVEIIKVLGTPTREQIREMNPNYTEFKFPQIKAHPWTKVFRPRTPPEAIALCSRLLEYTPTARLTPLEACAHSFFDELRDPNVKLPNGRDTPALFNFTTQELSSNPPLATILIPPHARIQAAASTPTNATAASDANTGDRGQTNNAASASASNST
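Test system: GST-tagged human GSK3beta kinase, cell-free; evaluation: activity score scaled between in-plate DMSO and GW8510 controls; measured by: ADP-Glo luminescence; incubation: 60 min reaction, RT; benchmarks: DMSO and 20 µM GW8510; reagent: peptide substrate plus 25 µM ATP (final); medium: Tris/MgCl2 kinase buffer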
PolyA inhibitor: blocks polyadenylation in yeast reporter cells. S. cerevisiae SKY197-pL101 polyadenylation reporter, beta-gal luminescence; efflux-impaired pdr1/pdr3 knockout yeast; score 100 = 6 SD above DMSO. calls only at 12 µM. 300,000 compounds, 0.02% hits. AID 1875;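 active = lowest replicate activity score at least 50, where 100 means six control SD above control mean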;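 also: yeast exposed to compound for 9 h at 30 °C; higher score means more reporter readthrough which indicates perturbed polyadenylation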
AI-2 QS modul: modulates the Vibrio harveyi AI-2 quorum sensing system; activity change, % at 7.5 µM; 300,000 compounds, 0.4% hits; Vibrio harveyi JMH597 AI-2 luminescence/OD600 ratio, 9 h; stronger effect = lower value; strain lacks LuxN and CqsS sensors; 0 = neutral-control median; in the data active = activity change below about -75%, passing the limit was not always enough;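 also: luminescence divided by OD600 gain over 9 h not by final OD600 alone; inactives centre near 13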
IEC-6 cytotox: kills IEC-6 intestinal cells in KLF5 counter-screen | IEC-6 cytotoxicity, luminescence viability | inhibition, % at 5 µM | 290,000 compounds, 0.78% hits | AID 1825; in the data active = inhibition above about 22%;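 also: 0% = plate median of test compound wells and 100% = cytotoxic reference compound wells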
GSK3 alpha inh: human GSK-3 alpha kinase inhibition. ADP-Glo luminescence, 60 min. inhibition, % at 10 µM. 320,000 compounds, 0.1% hits. AID 2650;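 in the data active = inhibition above about 50%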;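 also: GST-tagged GSK-3 alpha with peptide substrate and 25 µM ATP; 0% = DMSO neutral wells and 100% = GW8510 positive control wells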
Target sequence (P49840 whole entry, looked up): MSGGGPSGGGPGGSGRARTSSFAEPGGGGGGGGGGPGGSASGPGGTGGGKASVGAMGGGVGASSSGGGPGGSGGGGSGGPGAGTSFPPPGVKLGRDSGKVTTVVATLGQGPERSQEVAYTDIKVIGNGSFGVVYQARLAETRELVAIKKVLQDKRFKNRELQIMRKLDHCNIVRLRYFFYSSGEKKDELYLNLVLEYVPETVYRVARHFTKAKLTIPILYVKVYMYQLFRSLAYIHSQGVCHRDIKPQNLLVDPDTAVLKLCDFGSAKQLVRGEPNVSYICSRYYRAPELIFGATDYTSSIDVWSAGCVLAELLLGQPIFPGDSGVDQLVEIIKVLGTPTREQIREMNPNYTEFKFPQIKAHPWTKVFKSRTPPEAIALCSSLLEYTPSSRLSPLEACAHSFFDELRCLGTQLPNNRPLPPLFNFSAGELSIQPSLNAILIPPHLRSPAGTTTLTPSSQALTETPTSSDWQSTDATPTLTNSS
aSyn UTR inh: 5' untranslated region of α-synuclein, MLPCN primary screen | alpha-synuclein 5'UTR reporter, inhibitor activity | inhibition, % (tested at 7.5 µM) | 300,000 compounds, 0.82% hits; in the data active = inhibition above about 60%;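 also: H4 neuroglioblastoma cells stably carrying SNCA 5'UTR luciferase fusion; 0% = DMSO wells and 100% = positive control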
HSF1 inhib: HSF1 inhibition; 300,000 compounds, 0.77% hits; NIH3T3-HGL HSE-luciferase, MG132-induced, luminescence 8 h; stronger effect = lower value; activity change, negative = inhibition, % at 7.5 µM (by protocol);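 active = more than half of replicate wells show activity change below -50%, luminescence cut by over half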;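 also: luciferase reports HSF-1 transcriptional activity via heat shock element; 0% = median of DMSO wells and -100% = zero luminescence signal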
HSF1 activator: increases HSF-1 driven luciferase reporter signal | NIH3T3-HGL HSF-1 luciferase reporter, MG132, 8 h; 100% = twice DMSO control signal | 300,000 compounds, 1.7% hits | activation, % at 9 µM | AID 504408;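 active = mean replicate activation of at least 50% with a set share of replicates each reaching 50%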;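 also: 0% = median of the neutral control wells and 100% = twice that signal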
* marks the source's active call; other numbers are inactive results; i = inactive; nt = no result given. A portion of the library; the hit share may differ from the screen's.

Every second line gives: KLF5 inh	HSP90 refold inh	GSK3B inh	PolyA inhibitor	AI-2 QS modul	IEC-6 cytotox	GSK3 alpha inh	aSyn UTR inh	HSF1 inhib	HSF1 activator
COc1ccc(NC2c3ccccc3C(=O)N2c2ccccn2)cc1 (centres undefined)
→ -56	0	-1	i	3	-1	-2	-15	-15	-17
Cc1cc(C)cc(N2CC34C=CC(O3)C(C(=O)OCC(=O)NCc3ccco3)C4C2=O)c1 (centres undefined)
→ -22	-2	2	i	7	-1	2	-7	2	26
O=C(O)c1ccc(N2CCS(=O)(=O)CC2)cc1
→ -31	-1	4	nt	51	0	0	-5	0	7
CCOC(=O)C1CCCN(Cc2cccc(Oc3ccccc3)c2)C1 (centres undefined)
→ -23	2	-2	i	-9	-1	-1	11	-2	5
Oc1ccc(/C=N/Nc2cc(N3CCOCC3)nc(N3CCOCC3)n2)cc1O
→ -7	-5	1	i	12	6	2	10	-10	1
COc1ccc(NC(=O)c2ccc(NS(=O)(=O)c3c(C)noc3C)cc2)cc1OC
→ -23	-3	1	i	30	-13	-1	-2	-1	0
Cc1ccc(/C(COc2ccccc2O)=N\O)cc1
→ -20	-2	-1	i	7	-7	-2	-15	15	41
CCN(CC)CCN(C(=O)c1c(F)cccc1F)c1nc2cc(C)cc(C)c2s1
→ -40	3	-1	i	-4	4	-2	-14	-2	17
COc1ccc(-c2nnc(SCC#N)o2)cc1
→ -13	0	1	i	24	-5	0	-35	1	18
CCOC(=O)Cc1csc(NC(=O)CSc2nc(-c3ccccc3)c(C#N)c(=O)[nH]2)n1
→ -7	0	6	i	13	-3	-1	-8	-2	2
CCn1c(C)nc2cc(C(=O)NNC(=S)Nc3ccc(Cl)cc3Cl)ccc21
→ -48	-2	0	i	26	-10	-1	-53	-4	0
Cc1cccc(C)c1NC(=O)COC(=O)c1ccc2[nH]c3c(c2c1)CCCC3
→ -11	3	-2	i	12	2	-1	31	1	11
CSCC(=O)NC1CCCN(C2Cc3ccccc3C2)C1 (centres undefined)
→ 9	-1	4	i	14	-4	-1	1	-9	-8
Cc1ccc2nc(SCC(=O)NCCc3ccccc3)nc(=O)n2c1
→ nt	nt	2	i	67	nt	-2	0	-1	2
COc1ccc(-c2cc(C(=O)Nc3cc(C)nn3-c3ccccc3)no2)cc1OC
→ -24	-1	2	i	7	-5	-4	15	5	0
CN(Cc1ccccc1)C(=O)c1[nH]cnc1C(=O)N[C@@H](Cc1ccccc1)C(=O)OC(C)(C)C
→ -23	0	2	i	6	1	-1	4	4	-13
Cc1ccc2oc(=O)c3cc(C(=O)NCCCN4C(C)CCCC4C)sc3c2c1 (centres undefined)
→ -40	-1	2	i	-2	7	4	-18	1	-3
Cc1ccc(S(=O)(=O)NCCc2nc3ccccc3[nH]2)cc1
→ -10	-1	0	i	3	5	-1	5	-3	-5
COc1cc(/C=N/NC(N)=S)ccc1OC(=O)c1ccc(C)cc1
→ -30	4	1	i	21	-2	-1	-34	2	3
Cc1cccc(N(CC(O)CN2CCOCC2)S(=O)(=O)c2ccccc2)c1 (centres undefined)
→ -23	-1	2	i	13	-4	5	-4	1	2
CCc1ccc(N(CC(=O)NC)S(C)(=O)=O)cc1
→ -8	2	-4	i	7	-3	-2	0	-3	10
Nc1nc(N)nc(-c2ccccn2)n1
→ -11	0	-1	i	26	0	-4	10	-9	-7
COc1cccc(-c2nc(N)nc(SC)c2C#N)c1
→ -41	5	-3	i	-8	-2	0	-13	8	29
O=C(CCc1nnc(CCCCc2ccccc2)o1)NCc1cccc(F)c1
→ -22	0	-25	i	12	-5	-5	14	6	9
CC(C)c1ccc2oc(=O)cc(CN3CCCCC3)c2c1
→ -4	1	2	i	-14	3	-3	25	-54*	-62
O=C(O)COc1ccc(/C=C/C(=O)c2ccc3ccccc3c2)cc1
→ 0	-2	2	i	16	5	-4	-8	6	6
COc1cccc(CC2(CO)CCCN(Cc3[nH]c4ccc(C)cc4c3C)C2)c1 (centres undefined)
→ 2	1	-4	i	19	2	-2	15	4	23
COc1ccccc1-c1nnc(SCC(=O)Nc2oc(C)c3c(C)n[nH]c(=O)c23)n1C
→ nt	nt	0	i	2	nt	-1	-8	1	-6
O=C(Nc1ccncc1)c1ccc([N+](=O)[O-])cc1Cl
→ -74	-4	2	i	16	-9	1	9	1	23
C/C(=N\NC(=O)c1ccccc1F)c1ccccn1
→ 48	22*	-2	i	7	29*	4	83*	1	11

An excerpt from the list above, for reference:
Every second line gives: KLF5 inh	HSP90 refold inh	GSK3B inh	PolyA inhibitor	AI-2 QS modul	IEC-6 cytotox	GSK3 alpha inh	aSyn UTR inh	HSF1 inhib	HSF1 activator
COc1ccc(NC2c3ccccc3C(=O)N2c2ccccn2)cc1 (centres undefined)
→ -56	0	-1	i	3	-1	-2	-15	-15	-17
Cc1cc(C)cc(N2CC34C=CC(O3)C(C(=O)OCC(=O)NCc3ccco3)C4C2=O)c1 (centres undefined)
→ -22	-2	2	i	7	-1	2	-7	2	26
O=C(O)c1ccc(N2CCS(=O)(=O)CC2)cc1
→ -31	-1	4	nt	51	0	0	-5	0	7
CCOC(=O)C1CCCN(Cc2cccc(Oc3ccccc3)c2)C1 (centres undefined)
→ -23	2	-2	i	-9	-1	-1	11	-2	5
Oc1ccc(/C=N/Nc2cc(N3CCOCC3)nc(N3CCOCC3)n2)cc1O
→ -7	-5	1	i	12	6	2	10	-10	1
COc1ccc(NC(=O)c2ccc(NS(=O)(=O)c3c(C)noc3C)cc2)cc1OC
→ -23	-3	1	i	30	-13	-1	-2	-1	0
Cc1ccc(/C(COc2ccccc2O)=N\O)cc1
→ -20	-2	-1	i	7	-7	-2	-15	15	41
CCN(CC)CCN(C(=O)c1c(F)cccc1F)c1nc2cc(C)cc(C)c2s1
→ -40	3	-1	i	-4	4	-2	-14	-2	17

Going on with the list:
Every second line gives: KLF5 inh	HSP90 refold inh	GSK3B inh	PolyA inhibitor	AI-2 QS modul	IEC-6 cytotox	GSK3 alpha inh	aSyn UTR inh	HSF1 inhib	HSF1 activator
Cc1noc(C)c1C(=O)Nc1nccs1
→ -28	-1	0	i	14	1	-2	8	-4	-7
CC1CCN(S(=O)(=O)c2ccc(C(=O)Nc3nnc(C4CC4)o3)cc2)CC1
→ 24	4	-1	i	26	7	0	37	-2	-2
O=C1NC(=Nc2ccc3ccccc3c2)S/C1=C/c1ccco1
→ -6	6	-7	i	23	-8	-3	-91	-3	3
C=CCOC(=O)C1=C(C)NC(=O)NC1c1cc2c(cc1Br)OCO2 (centres undefined)
→ -28	-4	6	i	14	-5	7	6	7	12
COCCNc1nc(SCC(=O)N2CCN(c3ccccc3)CC2)nc2ccccc12
→ -50	0	0	i	21	-2	0	4	-2	2
Cc1nc([N+](=O)[O-])c(N2CCOCC2)n1Cc1ccccc1
→ -9	6	2	i	22	0	7	21	-2	-7
N#CCCN(Cc1cccnc1)C(=O)c1sc2cc(F)ccc2c1Cl
→ -12	1	-1	i	17	1	-3	-6	7	8
COc1ccccc1NS(=O)(=O)c1ccc(C)c(C(N)=O)c1
→ 1	2	-1	i	0	-3	-1	14	-47	-56
O=C1c2cccc3c(O)ccc(c23)C(=O)N1Cc1ccccc1
→ -17	-1	0	i	13	-5	1	-25	4	10
CCOC(=O)CSc1nc2cc(S(=O)(=O)Nc3ccccc3OC)ccc2o1
→ -7	-1	2	i	7	0	-1	-14	8	-1
COCCN(Cc1ccccc1)P(=O)(O)c1ccccc1OCC(=O)O
→ -13	2	1	i	28	-4	1	2	-5	-15
CC(=O)N1CCN(C(=O)COC(=O)CNC(=O)c2ccccc2C)CC1
→ nt	nt	-1	i	37	nt	-2	-1	-1	-10
Cc1ccc(C)c(N2CCN(S(=O)(=O)c3c(C)[nH]c(C)c3C(=O)N3CCCC3)CC2)c1
→ -2	-4	1	i	2	-2	-2	-8	0	4
O=C(C1CC1)N1CCc2cc(S(=O)(=O)N3CCN(c4ccccc4)CC3)ccc21
→ -22	0	1	i	25	-6	0	14	21	32
O=C(NCCCN1CCCC1=O)Nc1ccc([N+](=O)[O-])cc1
→ -47	0	1	i	8	-8	3	-39	5	4
CCc1ccc(S(=O)(=O)c2cn(C)c3cc(OC)c(OC)cc3c2=O)cc1
→ -5	2	3	i	20	2	9	10	-2	-1
CCCOC1CCCN(C(=O)c2ccc(OC3CCN(C(=O)COC)CC3)cc2)C1 (centres undefined)
→ -18	-2	0	i	19	-2	-2	-3	-2	28
O=C(/C=C1\NC2(CCCC2)Cc2ccccc21)C(=O)N/N=C/c1ccc(O)c(O)c1
→ 4	-1	-2	nt	29	4	-3	-29	8	5
CCCOc1ccccc1C1C(C(=O)OC)=CN(C(C)C)C=C1C(=O)OC
→ -18	2	1	i	1	-12	6	5	22	46
CC1(C)CC(=O)N(CC(=O)O)c2ccccc2S1
→ -1	0	-1	i	16	-1	1	0	-27	-41
COC(CNS(=O)(=O)c1cccc2nonc12)OC
→ -19	3	0	i	4	0	-1	27	-21	-9
COc1ccc(CNC(=O)c2nn(C)c3c2CS(=O)(=O)c2ccccc2-3)cc1
→ -3	-2	4	i	nt	-3	-1	22	-2	-2
COc1ccc(NC(=O)C2C(=O)N(C)C3(C)CC2c2ccccc2O3)cc1 (centres undefined)
→ 15	0	0	i	4	-4	0	12	0	-3
CCn1c(SC(C)C(=O)Nc2ccc(N3CCOCC3)cc2)nnc1-c1ccco1 (centres undefined)
→ nt	nt	3	i	-8	nt	-8	6	11	31
COc1cccc(CN(CC(=O)NCC2CCCO2)C(=O)CCC(=O)Nc2cc(C)on2)c1 (centres undefined)
→ 7	-3	2	i	4	0	-1	7	3	-6
COC(=O)c1ccc(C2/C(=C(/O)c3ccc(OC)cc3)C(=O)C(=O)N2CC2CCCO2)cc1 (centres undefined)
→ -2	3	1	i	21	-12	-4	13	-4	9
